KCNH2 WT inh: qHTS for Inhibitors of KCHN2 3.1: Wildtype qHTS | 0.37% of 340,000 active | activity change, % at 1.84 µM | U2OS, BacMam KCNH2, thallium flux FluxOr; active compounds read low;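 active means maximum activity change below -70%; inconclusive means maximum activity change between -70% and -50%; inactive means maximum activity change above -50%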; further: on the % scale 0 is the no-effect control and ±100 the full control effect
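U2OS cells transduced with wild-type KCNH2 virus are loaded with FluxOr dye for 45 min, and thallium flux is measured in kinetic reads before and after stimulation buffer. Rate constants are normalized to DMSO controls.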
Mito fusion act: qHTS Assay for Small Molecule Inhibitors of Mitochondrial Division or Activators of Mitochondrial Fusion; S. cerevisiae fusion-defective mutant growth rescue, CellTiterGlo 48 h; Potency, µM (titrated, usually from 46.1 µM), for inactives: top-dose growth rescue (activation), usual class: activators; 0.23% of 320,000 active; AID 485298, 2010;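 further: potency means the concentration at half of the fitted maximal effect; % of control where 0% means no effect; nearly all actives have a fitted effect of over 45% in size; temperature-sensitive fusion mutants such as fzo1-1 at 37 °C on non-fermentable ethanol glycerol medium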
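Yeast fusion mutant, YPEG (non-fermentable carbon), compound, 48 h at 37C non-permissive; CellTiterGlo added, 10 min RT, luminescence read. Rescued growth = division inhibition.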
Eya2 phos inh: qHTS Assay for Inhibitors of the Phosphatase Activity of Eya2 | AID 488837, 2010 | Potency, µM (doses to about 76.9 µM), inactives show top-dose activity, negative = inhibition, actives largely listed as inhibitors | Protein phosphatase EYA2 (Homo sapiens), O00167 | recombinant Eya2, OMFP fluorescence dephosphorylation (OMFP is methylfluorescein phosphate) | 0.006% of 330,000 active; further: potency means the concentration at half of the fitted maximal effect; on the % scale 0 is the no-effect control and ±100 the full control effect
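Eya2 (0.2 uM) preincubated 10 min at ambient with compound, then OMFP substrate added at 50 uM; 10 min reaction in 50 mM HEPES pH 7.5, 50 mM NaCl, 5 uM MgCl2, 0.05% BSA, 1 mM DTT. Fluorescence read at Ex 485/Em 525 nm.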
USP2a block: qHTS Assay for Inhibitors of Ubiquitin-specific Protease USP2a Using CHOP2 as the Reporter; 0.01% of 330,000 active; USP2 core, Ub-CHOP2 coupled fluorogenic reporter, 485/531; AID 463254, 2010; Potency, µM (highest dose often 38.3 µM), for inactives: top-dose activity change, negative = inhibition, hits mostly inhibitors; Ubiquitin carboxyl-terminal hydrolase 2 (Homo sapiens), O75604;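 further: potency means the concentration at half of the fitted maximal effect; plate controls were DMSO wells for no effect and full inhibition by NEM control for full effect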
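USP2 core (10nM final) preincubated 30min RT with compound in 20mM Tris-HCl pH 8.0, 2mM CaCl2, 2mM beta-mercaptoethanol, 0.05% CHAPS; 25nM Ub-CHOP2 plus 25nM reporter substrate added, fluorescence (Ex485/Em531) read after 60min.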
MBNL1-CUG inh: qHTS Assay for Inhibitors of MBNL1-poly(CUG) RNA binding; Muscleblind-like protein 1 (Homo sapiens), Q9NR56; TR-FRET MBNL1-His/biotin-(CUG)12 binding, 665/545 ratio; Potency, µM (doses to about 57.5 µM), for the others: at the top dose activity change, negative = inhibition, most hits filed as inhibitors; 0.036% of 280,000 active; AID 2675, 2010; active means well fitted inhibition curve with a large enough effect in the signal ratio, with a control signal flat, not every such curve was filed as active; inconclusive means small, poorly fitted or top-dose-only effect, or effect the other way, or a change in a side signal; inactive means no such curve, though single readings can be large or run the other way; the % refers to the signal ratio; further: potency means the concentration at half of the fitted maximal effect; on the % scale 0 is the no-effect control and ±100 the full control effect
Target sequence (Q9NR56 whole entry, looked up): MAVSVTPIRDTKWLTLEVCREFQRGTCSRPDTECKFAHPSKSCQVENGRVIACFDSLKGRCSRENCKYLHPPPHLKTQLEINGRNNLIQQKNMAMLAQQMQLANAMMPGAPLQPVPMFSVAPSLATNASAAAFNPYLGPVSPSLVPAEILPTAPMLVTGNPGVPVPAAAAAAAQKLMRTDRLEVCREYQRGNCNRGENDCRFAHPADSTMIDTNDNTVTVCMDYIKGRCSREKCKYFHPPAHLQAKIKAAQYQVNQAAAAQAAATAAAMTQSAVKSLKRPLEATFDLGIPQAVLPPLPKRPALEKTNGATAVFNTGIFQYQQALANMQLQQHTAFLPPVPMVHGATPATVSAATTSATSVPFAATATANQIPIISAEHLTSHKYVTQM
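Inhibition of protein-RNA binding appears as loss of TR-FRET between terbium anti-His antibody on MBNL1-His and streptavidin-XL665 on biotin-(CUG)12. Activity is normalized to buffer-only and uninhibited-complex controls.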
S-ASM inh: Inhibitors of Secretory Acid Sphingomyelinase (S-ASM): qHTS | placental ASM, HMU-PC fluorogenic substrate, 60 min | Potency, µM (titrated, usually from 57.5 µM), without a hit: at the top dose activity change, negative = inhibition, most hits filed as inhibitors | 0.006% of 340,000 active; further: potency means the concentration at half of the fitted maximal effect
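Fluorogenic HMU-PC substrate (9 uM final) is turned over by placental ASM in 60 min at 37 C after a 10 min compound preincubation. Reaction ended by alkaline stop (pH 10), with fluorescence read at 386/447 nm.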
Menin MLL FP TR: qHTS Assay for Inhibitors Targeting the Menin-MLL Interaction in MLL Related Leukemias: Competition With Texas Red Labeled MLL-derived Mutant Peptide; O00255; Menin + Texas Red MLL mutant peptide, fluorescence polarization; Potency, µM (top dose mostly 61.6 µM), for the others: at the highest dose FP activity change, negative = inhibition, most hits filed as inhibitors; 0.23% of 270,000 active; active means well fitted inhibition curve with a large enough effect in the polarisation, with a control signal flat, not every such curve was filed as active; inconclusive means small, poorly fitted or top-dose-only effect, or effect the other way, or a change in a side signal; inactive means no such curve, though single readings can be large or run the other way; the % refers to the polarisation; further: potency means the concentration at half of the fitted maximal effect; % of control where 0% means no effect; many of its hits are not listed in these tables
Target sequence (O00255 whole entry, looked up): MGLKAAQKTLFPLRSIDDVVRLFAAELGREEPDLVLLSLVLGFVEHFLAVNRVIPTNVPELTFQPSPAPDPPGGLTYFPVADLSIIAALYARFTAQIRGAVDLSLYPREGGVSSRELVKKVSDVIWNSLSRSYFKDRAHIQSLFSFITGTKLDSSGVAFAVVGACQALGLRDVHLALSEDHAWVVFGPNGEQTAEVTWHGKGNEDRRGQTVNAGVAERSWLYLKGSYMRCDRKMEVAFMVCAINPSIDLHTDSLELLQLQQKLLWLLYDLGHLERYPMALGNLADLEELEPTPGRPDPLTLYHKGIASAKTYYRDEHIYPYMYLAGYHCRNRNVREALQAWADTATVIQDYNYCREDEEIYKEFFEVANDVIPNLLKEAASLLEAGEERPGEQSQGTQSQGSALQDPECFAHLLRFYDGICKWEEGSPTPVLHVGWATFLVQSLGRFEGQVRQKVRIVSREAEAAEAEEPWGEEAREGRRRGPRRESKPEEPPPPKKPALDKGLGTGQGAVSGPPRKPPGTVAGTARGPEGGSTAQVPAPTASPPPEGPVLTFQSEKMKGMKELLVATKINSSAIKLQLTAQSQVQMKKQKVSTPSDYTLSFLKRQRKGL
Chronic BCR inh: qHTS Assay to Find Inhibitors of Chronic Active B-Cell Receptor Signaling; ABC-DLBCL IkBa-CBG/CBR reporter, luminescence ratio, 4 h; Potency, µM (series often up to 46.1 µM), for the others: at the top dose ratio change, negative = lower green/red ratio, actives largely listed as inhibitors; 0.05% of 340,000 active; AID 493014, 2011; active means well fitted inhibition curve with a large enough effect in the signal ratio, with a control signal flat, not every such curve was filed as active; inconclusive means small, poorly fitted or top-dose-only effect, or effect the other way, or a change in a side signal; the % refers to the signal ratio;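 further: potency means the concentration at half of the fitted maximal effect; plate controls were basal doxycycline-induced cells for no effect and cells given 10 µM MG132 for full effect; MG132 reads +100%, hits lower the ratio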
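Compounds up to 46 uM were incubated four hours with TMD8 cells whose green CBG68 luciferase is fused to IkappaBalpha; red CBR luminescence normalised the signal, and concentration-effect curves were fitted to fusion, red and ratio data.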
TSHR antag: Antagonists of the Thyroid Stimulating Hormone Receptor: HTS campaign; Thyrotropin receptor (Homo sapiens), P16473; TSHR-expressing cells, TSH-stimulated cAMP HTRF, 2 h; active compounds read low; activity change, negative = inhibition, % at 11.5 µM; 0.2% of 330,000 active; AID 504810, 2011;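 active means activity change below a set negative limit, meaning inhibition stronger than a set level, cut at about -70% in these data; inconclusive means activity change between two set negative limits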; further: on the % scale 0 is the no-effect control and ±100 the full control effect
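TSHR-expressing cells were treated with compounds, then stimulated with TSH at EC80 (4nM final) for 2 hours at 37 deg C. Cellular cAMP was measured by HTRF competition between lysate cAMP and cAMP-d2 for a cryptate-labelled anti-cAMP antibody.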
GALK inh: qHTS Assay for Inhibitors of Human Galactokinase (GALK). P51570. Purified GALK, Kinase-Glo residual ATP luminescence. Potency, µM (top dose mostly 57.5 µM), for inactives: at the highest dose activity change, negative = inhibition, most hits filed as inhibitors. 0.007% of 270,000 active; further: potency means the concentration at half of the fitted maximal effect; on the % scale 0 is the no-effect control and ±100 the full control effect
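The enzyme phosphorylates galactose (100 uM) using ATP (35 uM); inhibition is detected as higher residual ATP, quantified by bioluminescence after 1 h reaction at room temperature, pH 8.0.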
PKM2 activator: qHTS Assay for Activators of Human Muscle isoform 2 Pyruvate Kinase; purified PKM2, Kinase-Glo ATP luminescence, activation; response scale: 0% is enzyme alone, no compound; Pyruvate kinase PKM (Homo sapiens), P14618; Potency, µM (top dose mostly 57.5 µM), for inactives: at the top dose activation, usual class: activators; 0.34% of 260,000 active; further: potency means the concentration at half of the fitted maximal effect; on the % scale 0 is the no-effect control and ±100 the full control effect; nearly all actives have a fitted effect of over 55% in size
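ATP formation by purified human PK-M2, quantified via coupled luciferase luminescence after 1 h at room temperature with 0.1 mM ADP and 0.5 mM PEP final.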
An asterisk follows results filed as active; ? = inconclusive; . = not tested or not shown; [ ] = another dose, or the depositor's remark. Unless noted, the call rests on the fitted dose curve; in most records, active means well fitted curve in the direction sought with a large enough effect; inconclusive means small, poorly fitted or top-dose-only effect, or another doubt; inactive means no such curve, though single readings can be large; an effect the other way counts as inactive or inconclusive. Some of the compounds tested; rates above refer to the full screens.

SMILES	KCNH2 WT inh	Mito fusion act	Eya2 phos inh	USP2a block	MBNL1-CUG inh	S-ASM inh	Menin MLL FP TR	Chronic BCR inh	TSHR antag	GALK inh	PKM2 activator
Cc1nc(C#N)c(N/N=C/c2c(F)cccc2Cl)o1	7	-3%	-6%	1%	45%[activator]	-4%	-2%	0%	3	.	0%
O=C(Nc1ncc2c(n1)-c1ccccc1OC2)c1ccc(Cl)cc1Cl	1	1%	-1%	-1%	4%	17%	-11%	2%	8	-2%	1%
CCc1cc2c(cc(C(=O)O)n2C)s1	-12	5%	2%	6%	-7%	-1%	-1%	13%	9	2%	9%
CC(C)n1c(SCC(=O)Nc2ccc3c(c2)OCO3)nc2c1c(=O)n(C)c(=O)n2C	-2	1%	3%	-2%	-10%	3%	-5%	-7%	-1	0%	15%
CCOC(=O)CSc1nnc(-c2ccc(OC)cc2OC)o1	-2	-2%	-1%	1%	-7%	6%	-19%	-2%	-11	-2%	-6%
Cc1ccc(C)c(/C=C2\N=C(c3ccccc3F)OC2=O)c1	-14	1%	11%	2%	1%	1%	-13%	5%	-11	-2%	1%
CCn1c(SCC(=O)Nc2ccc3c(c2)OCCO3)nnc1-c1cccnc1	6	-7%	-1%	2%	0%	-1%	-7%	-3%	3	9%	-1%
CCN(CC)CCCNC(=O)CSc1nc(-c2cccs2)cc(C(F)(F)F)n1	12	-3%	9%	-1%	?	4%	0%	?	0	4%	-3%
O=c1cc(CS(=O)(=O)c2ccccc2)nc(-c2ccncc2)[nH]1	3	4%	12%	0%	-3%	-4%	-3%	-2%	7	4%	-1%
CC1CCCCC1NC(=O)CSc1nnc(-c2ccco2)n1C (stereo unspecified)	11	-2%	25%	-1%	.	5%	.	-3%	-15	.	.
Cc1ccc(CNC(=O)c2cc3c(=O)n(C)c4ccccc4c3n2C)o1	11	0%	15%	3%	12%	-8%	-2%	18%	-11	2%	?
CSc1ccccc1OCc1cc(C(=O)N(C)Cc2ccncn2)no1	-4	1%	11%	2%	-3%	0%	.	2%	9	-2%	-5%
CCOC(=O)CN(C(=O)COC(=O)C1=NNC(=O)CC1)c1ccc(F)cc1	-6	.	-2%	-3%	.	-3%	.	?	0	.	.
NC1=NC2=C(CCCC2)C2(CCCCC2)S1	6	-2%	-16%	1%	-2%	-3%	-7%	9%	-13	-3%	?
COc1ccccc1CCNC(=O)C1CCC(=O)N(Cc2ccccc2OC)C1 (stereo unspecified)	6	1%	14%	0%	-5%	3%	.	0%	-1	6%	1%
COc1ccc(C(=O)CSc2nnc(-c3ccco3)n2CC2CCCO2)cc1 (stereo unspecified)	-2	2%	10%	3%	-5%	-2%	?	-2%	4	1%	-2%
O=C(NC1CCCC1)C1CCCN1C(=O)Oc1ccccc1 (stereo unspecified)	4	-3%	1%	10%	6%	-3%	-4%	9%	4	-1%	-2%
CCOc1cc(N2CCOCC2)c(OCC)cc1NC(=O)CN1C(=O)NC2(CCCCC2C)C1=O (stereo unspecified)	-3	-1%	12%	0%	.	3%	.	1%	0	.	.
CCCc1nc2c(c(=O)c3ccccc3n2C)c(=O)n1-c1cc(C)cc(C)c1	0	0%	?	-1%	.	-3%	.	0%	-10	-3%	-7%
CCn1c2ccc(F)cc2c2nnc(NN)nc21	4	3%	-8%	1%	?	0%	2%	15%	3	0%	6%
Cc1n[nH]c(C)c1N1C(=O)c2cccc3cc(Br)cc(c23)C1=O	-2	2%	12%	3%	?	-1%	3%	17%	2	0%	-4%
CCOC(=O)c1nc(C)sc1-c1ccnn1S(=O)(=O)c1cccc(Cl)c1	-135*	-5%	-14%	-2%	.	-2%	.	?	4	-1%	1%
COC(=O)/C=C1/S/C(=N/N=C/c2ccco2)NC1=O	-3	-3%	-27%	2%	.	-3%	.	10%	-7	-2%	-7%
COc1ccc(CCCc2nnc(SCc3nc4ccccc4c(=O)[nH]3)n2C)c(C)c1	-6	2%	9%	2%	-3%	1%	.	-5%	1	0%	3%

Profiles from above. Values in the order: KCNH2 WT inh | Mito fusion act | Eya2 phos inh | USP2a block | MBNL1-CUG inh | S-ASM inh | Menin MLL FP TR | Chronic BCR inh | TSHR antag | GALK inh | PKM2 activator
NC1=NC2=C(CCCC2)C2(CCCCC2)S1 reads 6 | -2% | -16% | 1% | -2% | -3% | -7% | 9% | -13 | -3% | ?
COC(=O)/C=C1/S/C(=N/N=C/c2ccco2)NC1=O reads -3 | -3% | -27% | 2% | . | -3% | . | 10% | -7 | -2% | -7%
COc1ccc(C(=O)CSc2nnc(-c3ccco3)n2CC2CCCO2)cc1 (stereo unspecified) reads -2 | 2% | 10% | 3% | -5% | -2% | ? | -2% | 4 | 1% | -2%
Cc1n[nH]c(C)c1N1C(=O)c2cccc3cc(Br)cc(c23)C1=O reads -2 | 2% | 12% | 3% | ? | -1% | 3% | 17% | 2 | 0% | -4%
CCCc1nc2c(c(=O)c3ccccc3n2C)c(=O)n1-c1cc(C)cc(C)c1 reads 0 | 0% | ? | -1% | . | -3% | . | 0% | -10 | -3% | -7%

(further entries)
SMILES	KCNH2 WT inh	Mito fusion act	Eya2 phos inh	USP2a block	MBNL1-CUG inh	S-ASM inh	Menin MLL FP TR	Chronic BCR inh	TSHR antag	GALK inh	PKM2 activator
CNC(=O)CSc1nnnn1CCCOC	-6	-6%	26%	1%	-3%	-3%	29%	6%	0	-3%	-6%
COc1ccccc1CNC(=O)c1cccc(C)c1[N+](=O)[O-]	10	1%	1%	1%	?	4%	-3%	-23%	1	4%	-1%
COc1ccc(Br)cc1CN(C)C(C)C(=O)Nc1cccc(C(C)=O)c1 (stereo unspecified)	2	-7%	-1%	-1%	.	-1%	-11%	?	19	-1%	3%
CC(C)c1cccc(C(C)C)c1NC(=O)COC(=O)C1CCC1	-4	5%	-5%	2%	.	-3%	.	?	48	.	.
O=C(NCCN1C(=O)S/C(=C\c2ccccc2F)C1=O)C1CCCN1C(=O)c1cccs1 (stereo unspecified)	16	0%	-6%	3%	?	-6%	-2%	-18%	-4	0%	11%
CC(Sc1n[nH]c(N)n1)C(=O)NC1CCCCC1C (stereo unspecified)	-13	-1%	-13%	0%	0%	0%	.	-1%	-13	-5%	-9%
N/C(=N\OC(=O)c1ccc(Cl)cc1)c1[nH]ncc1Br	-5	7%	-6%	1%	4%	0%	.	?	-4	11%	-41%
O=C(CSc1nnc(CNC(=O)c2cccs2)o1)Nc1ccccc1F	3	1%	12%	-1%	-1%	3%	.	-10%	1	0%	.
Cc1cc2ncc(Cl)nc2cc1C	-28	-2%	-1%	2%	-5%	5%	4%	0%	19	1%	-1%
COc1ccc(-c2ccc(C(C)=O)cc2)cc1[C@H]1[C@H]2C=CC[C@@H](C)[C@@H]2C(=O)N1Cc1ccccc1	1	-19%	5%	10%	-3%	-16%	.	-3%	-4	6%	-1%
COc1cccc(NC(=O)c2ncc(Cl)c(Cl)c2Cl)c1	11	-2%	-10%	8%	2%	-3%	10%	?	-11	2%	-11%
CN(C)CCCN(C(=O)c1ccc(S(=O)(=O)N2CCCCC2)cc1)c1nc2cc3c(cc2s1)OCO3	12	-4%	-5%	2%	-5%	.	-18%	?	-15	4%	2%

Screens as filed in PubChem.
